High-throughput results as filed in PubChem BioAssay.
ALOX12 inh: blocks human arachidonate 12S-lipoxygenase | AID 1671190 | P18054 | hit rate 1.1% among 580,000 | purified 12hLO, xylenol orange hydroperoxide absorbance | Potency, µM (top dose mostly 108 µM), for inactives: at the highest dose activity change, negative = inhibition, hits mostly inhibitors; further: potency means the concentration at half of the fitted maximal effect; on the % scale 0 is the no-effect control and ±100 the full control effect
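Hydroperoxide product was detected by ferrous iron/xylenol orange as the 573 to 405 nm absorbance ratio. Arachidonic acid at 40 uM (final) was turned over for 30 min at room temperature by 150 nM human 12hLO, pH 7.0 Hepes buffer, after 15 min compound preincubation.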
G9a inh: blocks human histone lysine methyltransferase G9a | Q96KQ7 | G9a H3K9 monomethylation, AlphaScreen, 2 h | Potency, µM (series often up to 102 µM), for the others: at the top dose activity, negative = inhibition, actives largely listed as inhibitors | hit rate 8.8% among 350,000; further: potency means the concentration at half of the fitted maximal effect; on the % scale 0 is the no-effect control and ±100 the full control effect; nearly all actives have a fitted effect of over 75% in size
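Signal arises when biotinylated H3K9 peptide, once monomethylated, bridges streptavidin donor and antibody-captured acceptor beads. Enzyme at 20 nM was preincubated 15 min with test compounds; peptide 500 nM and SAM 20 uM then reacted for 2 h.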
ERG-DNA inh: inhibitors of human ERG Ets domain-DNA interaction | fluorescence polarization, His-ERG Ets domain / labelled DNA | Potency, µM (top dose mostly 76.9 µM), without a hit: at the highest dose FP activity, negative = inhibition, usual class: inhibitors | hit rate 0.028% among 370,000; active means well fitted inhibition curve with a large enough effect in the polarisation, with a control signal flat; inconclusive means small, poorly fitted or top-dose-only effect, or effect the other way, or a change in a side signal; inactive means no such curve, though single readings can be large or run the other way; the % refers to the polarisation;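 further: polarization taken with two DNA probes labelled with fluorescein and Texas red; potency means the concentration at half of the fitted maximal effect; % of control where 0% means no effect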
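His-tagged ERG Ets domain (1 uM in the protein solution; 300mM KCl, 50mM Tris-HCl, 1mM EDTA, 1mM DTT, pH 7.5) received compound, then a probe mix of 5 nM fluorescein-DNA and 100nM Texas-615-DNA. Fluorescence polarization was read for both dyes.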
HP1b binding inh: HP1-beta chromodomain-methylated histone interaction inhibition. AlphaScreen HP1-beta / biotin-H3K9me3 peptide binding. Potency, µM (doses to about 114 µM), without a hit: at the top dose activity change, negative = inhibition, actives largely listed as inhibitors. hit rate 0.56% among 390,000. P83916; further: potency means the concentration at half of the fitted maximal effect; nearly all actives have a fitted effect of over 70% in size; inactives centre near 23
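Compound inhibition of the preformed complex between 50 nM HP1-beta and 50 nM biotinylated H3K9me3 peptide was read by AlphaScreen. Buffer was PBS pH 7.4 with 0.01% Tween-20. Incubations ran 30 min at room temperature, with 10 ug/mL donor/acceptor beads.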
RGS4 inh: inhibitors of human regulator of G protein signaling 4; Transcreener GDP fluorescence polarization, RGS4-accelerated GTP hydrolysis; Potency, µM (highest dose often 114 µM), for inactives: at the top dose activity change, negative = inhibition, hits mostly inhibitors; hit rate 0.039% among 390,000; AID 504845; further: potency means the concentration at half of the fitted maximal effect; on the % scale 0 is the no-effect control and ±100 the full control effect; nearly all actives have a fitted effect of over 75% in size; some results filed as inactive show a strong effect at the top dose
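MLSMR compounds (23 nl, pin-transferred) preincubated 10 min at room temperature with a 500nM (2x) first reagent, then RGS4 at 900nM (2x) plus Transcreener GDP mix added; fluorescence polarization (620/688 nm) read before and after 90 min at 30 °C.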
JMJD2A Tudor inh: blocks the human JMJD2A Tudor domain | O75164 | AlphaScreen JMJD2A-Tudor / H3K4me3 peptide binding | Potency, µM (top dose mostly 114 µM), for inactives: at the top dose activity change, negative = inhibition, actives largely listed as inhibitors | hit rate 4.4% among 390,000; further: potency means the concentration at half of the fitted maximal effect; on the % scale 0 is the no-effect control and ±100 the full control effect; nearly all actives have a fitted effect of over 50% in size
PI4K2A block: PI4K2A (human) kinase inhibition. purified PI4K2A, ADP-Glo luminescence, 1 h; active compounds read low. hit rate 0.13% among 420,000. AID 1346378. activity change, negative = inhibition, % at 76.9 µM. Q9BTU6; in the data active means activity change below about -50%; inconclusive means mostly about -30% to -49%;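 further: -100% = wells without enzyme as full effect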
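ADP-Glo luminescence measured ADP generated by PI4K2A enzyme (4 ug/mL before mixing) with 1.2 mM PI substrate (pre-mix) and 300 microM ATP (pre-mix). Tris pH7.5 buffer with MgCl2, Triton X-100; 1 h reaction at ambient temperature.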
BAZ2B inh: blocks human BAZ2B; Q9UIF8; AlphaScreen BAZ2B-H3K14Ac peptide displacement; Potency, µM (top dose mostly 114 µM), for the others: at the top dose activity change, negative = inhibition, hits mostly inhibitors; hit rate 4.4% among 360,000; AID 504333; further: potency means the concentration at half of the fitted maximal effect; on the % scale 0 is the no-effect control and ±100 the full control effect; nearly all actives have a fitted effect of over 60% in size
Target sequence (Q9UIF8 whole entry, looked up): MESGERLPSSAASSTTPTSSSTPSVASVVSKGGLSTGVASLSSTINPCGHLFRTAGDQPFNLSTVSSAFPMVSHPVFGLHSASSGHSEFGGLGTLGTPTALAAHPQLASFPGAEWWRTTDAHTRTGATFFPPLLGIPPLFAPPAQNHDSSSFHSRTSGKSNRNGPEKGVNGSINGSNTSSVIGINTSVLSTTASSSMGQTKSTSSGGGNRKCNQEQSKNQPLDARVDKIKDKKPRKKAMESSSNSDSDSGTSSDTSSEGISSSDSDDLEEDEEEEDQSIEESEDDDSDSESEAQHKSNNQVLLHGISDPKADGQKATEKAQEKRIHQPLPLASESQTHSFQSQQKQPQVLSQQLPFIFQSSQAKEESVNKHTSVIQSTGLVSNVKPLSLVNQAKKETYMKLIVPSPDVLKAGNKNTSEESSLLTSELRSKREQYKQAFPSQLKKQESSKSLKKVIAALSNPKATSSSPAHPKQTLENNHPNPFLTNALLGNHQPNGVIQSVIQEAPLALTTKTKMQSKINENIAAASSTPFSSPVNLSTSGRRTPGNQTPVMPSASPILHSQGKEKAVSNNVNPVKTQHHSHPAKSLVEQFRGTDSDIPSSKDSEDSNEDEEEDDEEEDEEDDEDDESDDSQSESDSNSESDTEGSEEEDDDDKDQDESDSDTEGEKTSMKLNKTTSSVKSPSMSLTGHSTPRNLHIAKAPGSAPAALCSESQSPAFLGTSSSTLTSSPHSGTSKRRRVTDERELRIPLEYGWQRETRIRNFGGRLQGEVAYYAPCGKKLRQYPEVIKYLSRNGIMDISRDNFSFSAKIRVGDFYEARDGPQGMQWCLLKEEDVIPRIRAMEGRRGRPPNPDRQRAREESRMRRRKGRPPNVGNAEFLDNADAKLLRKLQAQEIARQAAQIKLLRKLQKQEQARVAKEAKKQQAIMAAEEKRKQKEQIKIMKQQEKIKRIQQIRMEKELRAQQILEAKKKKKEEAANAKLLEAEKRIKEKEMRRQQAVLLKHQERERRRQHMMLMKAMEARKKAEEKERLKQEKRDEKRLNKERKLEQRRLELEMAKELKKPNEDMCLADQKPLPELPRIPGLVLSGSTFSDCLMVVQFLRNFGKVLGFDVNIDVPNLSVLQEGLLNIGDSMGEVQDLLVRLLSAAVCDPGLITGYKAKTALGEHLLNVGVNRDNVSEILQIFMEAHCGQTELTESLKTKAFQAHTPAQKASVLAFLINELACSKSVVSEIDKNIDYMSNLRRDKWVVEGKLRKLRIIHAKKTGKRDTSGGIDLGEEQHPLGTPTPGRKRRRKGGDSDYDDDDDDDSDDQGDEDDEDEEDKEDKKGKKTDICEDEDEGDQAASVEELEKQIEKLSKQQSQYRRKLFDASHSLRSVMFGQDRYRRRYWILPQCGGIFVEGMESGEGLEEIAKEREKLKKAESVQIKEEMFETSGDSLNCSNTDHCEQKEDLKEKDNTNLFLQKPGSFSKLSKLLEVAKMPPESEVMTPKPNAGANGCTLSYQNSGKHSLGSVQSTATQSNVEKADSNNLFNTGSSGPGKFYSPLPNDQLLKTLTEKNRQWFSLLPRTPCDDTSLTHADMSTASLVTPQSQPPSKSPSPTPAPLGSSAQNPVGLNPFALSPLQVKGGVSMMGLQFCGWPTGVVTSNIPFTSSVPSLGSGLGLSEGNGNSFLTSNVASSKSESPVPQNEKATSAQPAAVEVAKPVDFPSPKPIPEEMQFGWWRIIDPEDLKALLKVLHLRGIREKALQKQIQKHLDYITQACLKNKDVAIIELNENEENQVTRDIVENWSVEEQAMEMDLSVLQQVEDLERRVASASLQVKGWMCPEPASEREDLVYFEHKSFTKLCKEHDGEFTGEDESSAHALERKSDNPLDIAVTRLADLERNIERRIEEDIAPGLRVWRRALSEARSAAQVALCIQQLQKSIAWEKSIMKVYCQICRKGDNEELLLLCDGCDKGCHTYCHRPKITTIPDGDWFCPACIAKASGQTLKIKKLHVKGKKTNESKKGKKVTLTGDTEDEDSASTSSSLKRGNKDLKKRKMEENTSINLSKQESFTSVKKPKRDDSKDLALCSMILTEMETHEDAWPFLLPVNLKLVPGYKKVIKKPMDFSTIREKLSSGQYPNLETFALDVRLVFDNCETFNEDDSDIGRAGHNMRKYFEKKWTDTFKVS
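Protein-peptide AlphaScreen: BAZ2B 50 nM, b-H3K14Ac 50 nM, 1x PBS pH 7.4 + 0.01% Tween-20. Preincubation 30 min RT; cpd 30 min RT (top 110 uM); beads 20 min RT, light-protected.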
GLS inhibitor: blocks human kidney-isoform glutaminase activity; hit rate 0.21% among 410,000; GLS enzymatic activity, qHTS titration; Potency, µM (top dose mostly 45.5 µM), inactives show at the top dose activity change, negative = inhibition, actives largely listed as inhibitors; O94925; further: potency means the concentration at half of the fitted maximal effect; on the % scale 0 is the no-effect control and ±100 the full control effect
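Glutamate formation by hKGA was monitored fluorometrically using coupled glutamate oxidase, HRP and Amplex Red. Substrate was added as 1 mM L-glutamine solution; incubation was 30 min at RT after an initial read.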
* marks the source's active call; other numbers are inactive results; i = inactive; u = inconclusive; x = not tested or not shown; & = joins results of further samples; [ ] = remark or other dose. Unless noted, the call rests on the fitted dose curve; in most records, active means well fitted curve in the direction sought with a large enough effect; inconclusive means small, poorly fitted or top-dose-only effect, or another doubt; inactive means no such curve, though single readings can be large; an effect the other way counts as inactive or inconclusive. These rows are one share of the data; count on the stated rates, not on these rows.

RGS4 inh,BAZ2B inh,G9a inh,ERG-DNA inh,GLS inhibitor,PI4K2A block,JMJD2A Tudor inh,HP1b binding inh,ALOX12 inh,smiles
22%,-13%,-20%,-6%,17%,-4,-14%,6%,498%[activator],O=C(NCc1cccnc1)Nc1cccc(NC(=O)NCc2cccnc2)c1F
-13%[56.9 µM],-18%&0%,20%,-6%&0%,-7%&5%,6&3,-6%&-1%,49%[activator],0%&-10%,O=C(CN1C(=O)CCSc2ccc(S(=O)(=O)N3CCCC3)cc21)Nc1ccccc1Cl
-7%,-7%,2%[59 µM],-8%,3%,2,-25%,15%[57 µM],-10%,CCn1ccc2cc(S(=O)(=O)N3CCCN(C(=O)Nc4ccccc4OC)CC3)ccc21
-39%,x,u,7%,u,-1,u,8%,-16%,COc1ccc(O)c(C(=O)c2coc(=N)c(C(=O)Nc3ccc(SC(F)F)cc3)c2)c1
0%,7%,7%[12.7 µM],-5%,-3%,-5,-4%,20%,0%,O=C(Nc1c(F)c(F)c(F)c(F)c1F)NC1CCCCC1
9%,8%,8%[59 µM],3%,-13%,-1,5%,53%[activator],u,CCc1ccc(S(=O)(=O)c2nnn3c2nc(N2CCCC(C)C2)c2cc(Cl)ccc23)cc1 (stereo not drawn)
22%[56.9 µM],-17%,17%,-10%,9%,-1,-10%,39%[activator],0%,Cc1cccnc1NC(=O)c1nn(C)c2c1CS(=O)(=O)c1ccccc1-2
-33%,-7%,-15%,6%,15%,4,15%,53%[activator],-1%,O=C(COC(=O)Cc1ccc(Cl)cc1)Nc1ccccc1F
1%[56.9 µM],91%[activator],113%[activator][59 µM],1%,1%,4,20%[57.1 µM],149%[activator],13%,Cc1cc(S(=O)(=O)N2CCCCCC2)c(Cl)cc1Cl
3%,-1%,-13%[2.33 µM],-17%,-2%,0,-9%,21%,u,COc1ccc(NC(=O)C(=O)NCC(c2ccco2)N2CCc3ccccc3C2)cc1OC (stereo not drawn)
21%,-19%,8%,-5%,8%,5,-9%,8%,-2%,Cc1cccc(NS(=O)(=O)c2ccc(NC(=O)N3CCCCC3)cc2)c1
-14%,-24%,2%[59 µM],5%,1%,-3,-11%,39%,-20%,Cc1ccc(CNC(=O)CN2C(=O)CSc3ccc(S(=O)(=O)N4CCCC4)cc32)cc1
-20%,1%,3%,9%,-7%,-2,-26%,2%,u,O=C(COC(=O)c1cc(=O)[nH]c(=O)[nH]1)Nc1cccc(S(=O)(=O)N2CCCCC2)c1
9%,-10%,21%,-5%,28%,-1,-14%,14%,-28%,CC1=C(C(=O)Nc2ccc(C)cn2)C(c2cnn(C)c2)C2=C(CCCC2=O)N1 (stereo not drawn)
-15%,-5%,-14%[59 µM],-1%,-6%,-4,7%[57.1 µM],52%[activator],2%,CCOc1ccc(/C=C/C(=O)Nc2ccccc2C(F)(F)F)cc1
u,-2%,x,8%,0%,5,u,u,u,CC(NCc1ccc(F)cc1)C(=O)NC1CCCCC1 (stereo not drawn)
20%,-10%,u,16%,1%,4,-30%,2%,-7%,COc1cc(OC)c(N(C)S(=O)(=O)c2cccc(C(=O)OCC(=O)c3c[nH]c4ccccc34)c2)cc1Cl
22%,-17%,-35%[59 µM],-3%,-5%,-3,-21%,21%,-11%,Cc1cc(C)cc(OCC(=O)NNC(=O)CN2C(=O)c3ccccc3C2=O)c1
3%,-2%,x,15%,-2%,-2,-6%,29%,12%,O=C(Cc1ccc(F)cc1)Nc1ccc2[nH]ncc2c1
8%,0%,2%,-9%,8%,3,-6%,41%[activator],-4%,COc1ccccc1C(=O)C1CCCN(C(=O)c2cc(C(C)C)no2)C1 (stereo not drawn)
-16%,-1%,-1%[12.7 µM],2%,1%,6,10%,34%,-11%,CC(=O)N1CCCc2ccc(NS(=O)(=O)c3cccc(Cl)c3)cc21
-34%,-20%,-6%[59 µM],x,1%,5,-26%,0%,-11%,Clc1ccc(/C=N/NC2=Nc3cccc4cccc2c34)cc1
9%,u,-44%,0%,-1%,8,-32%,-13%,u,O=C(NC(=S)Nc1cccc(Cl)c1N1CCCCC1)c1ccco1
-27%,-2%,3%[59 µM],-1%,2%,-8,-15%,31%[activator],0%,Cc1ccc(S(=O)(=O)NC(=O)Nc2nnc(C)s2)cc1

Single records (already shown). Screens in order: RGS4 inh | BAZ2B inh | G9a inh | ERG-DNA inh | GLS inhibitor | PI4K2A block | JMJD2A Tudor inh | HP1b binding inh | ALOX12 inh
Listed for Clc1ccc(/C=N/NC2=Nc3cccc4cccc2c34)cc1 = -34% | -20% | -6%[59 µM] | x | 1% | 5 | -26% | 0% | -11%
Listed for CC(=O)N1CCCc2ccc(NS(=O)(=O)c3cccc(Cl)c3)cc21 = -16% | -1% | -1%[12.7 µM] | 2% | 1% | 6 | 10% | 34% | -11%

More entries.
RGS4 inh,BAZ2B inh,G9a inh,ERG-DNA inh,GLS inhibitor,PI4K2A block,JMJD2A Tudor inh,HP1b binding inh,ALOX12 inh,smiles
6%,31%,49%,x,0%,1,2%,13%,35%&7%,O=C(CN1C(=O)NC2(CCCCC2)C1=O)NCCC1=CCCCC1
-32%,-21%,u,-8%,-7%,4,0%,6%[57 µM],-9%,Cc1ccnc2nc(NC(=O)c3ccco3)nn12
-18%[56.9 µM],2%,23%,-1%,20%,-1,-13%,56%[activator],-1%,N#CCc1ccc(OC(=O)Nc2ccccc2)cc1
4%,-35%,u,0%,12%,0,-21%,36%,5%,COc1cc(NC(=O)c2cccs2)c(OC)cc1NC(=O)c1ccco1
10%,-9%,7%,13%,-2%,3,-11%,47%[activator],8%,COc1ccc(C(=O)NCC(=O)N/N=C/c2cccnc2)cc1OC
13%,-23%,u,-1%,12%,-4,-18%,25%,i,CN1CCc2ccccc2C1Cc1ccccc1NC(=O)c1sc2ccccc2c1Cl (stereo not drawn)
-12%,-3%,u,-10%,-11%,-8,3%,36%,6%,CCOC(=O)c1ccccc1NC(=O)CC(C)CC(=O)O (stereo not drawn)
16%,0%,18%[59 µM],-6%,16%,1,-13%,13%,-26%,O=C(NNC(=O)C1CCCO1)c1ccc([N+](=O)[O-])cc1 (stereo not drawn)
1%,-2%,0%[59 µM],-7%,-3%,6,-5%,23%,-25%,O=C(CN(c1ccc([N+](=O)[O-])cc1)S(=O)(=O)c1ccccc1)N1CCCCC1
-20%,-30%,22%[59 µM],9%,-4%,-1,-11%,39%[activator],-13%,COc1cccc(CNC(=O)c2ccc(CS(=O)(=O)Cc3ccccc3C)o2)c1
19%,-19%,10%[59 µM],-9%,0%,4,-32%,22%,-23%,O=C(C1CCC(Cn2c(=O)c3sccc3n(Cc3cccc(F)c3)c2=O)CC1)N1CCCCC1 (stereo not drawn)
-7%[56.9 µM],-38%,u,-4%,-1%,9,-30%,34%,3%,COc1ccc(CCNC(=O)CCc2cn(C)c3ccccc23)c(OC)c1
22%,-10%,-34%[59 µM],0%,-4%,-2,-25%,26%,u,Cc1ccc(CNC(=O)CSc2ccc(-c3sc(-c4ccccc4)nc3C)nn2)cc1
-11%,4%,-5%,2%,-4%,7,1%,28%,-19%,CCOc1ccc(N2CC(C(=O)Nc3nnc(Cc4ccccc4)s3)CC2=O)cc1 (stereo not drawn)
-7%,u,22µM*,-1%,-1%,5,-13%,29%,-13%,CN1CCc2nc3ccccc3c(C(=O)OCC(=O)N(CCC#N)c3ccccc3)c2C1
8%,-2%,-3%,2%,3%,-1,-14%,19%,0%,O=C(CCNC(=O)c1ccco1)Nc1cccc(Br)c1
-11%,-3%,5%[12.7 µM],-13%,-15%,-16,-7%,42%[activator],0%,Cc1cc(NC(=O)COc2ncnc3sc(C)c(C)c23)no1
21%,6%,6%[59 µM],7%,10%,4,-13%,27%,19%,C/C(=C\C(=O)C(F)(F)F)Nc1ccc(C)cc1
-23%,u,u,x,-6%,2,-17%,13%,-1%,CCc1c(O)nc(SCC(=O)Nc2ccc(C)cc2)n(C2CCCCC2)c1=O
37%,x,x,14%,-2%,-2,-10%,18%,-9%,CC(C)[C@H](NC(=O)c1ccccc1)C(=O)OCC(=O)NCc1ccc2c(c1)OCO2
24%,x,x,-1%,2%,1,-8%,38%,1%,C[C@H](CO)N1C[C@H](C)[C@@H](CN(C)S(C)(=O)=O)Oc2ccc(NC(=O)C3CCCCC3)cc2C1=O
-12%,-19%,u,0%,0%,6,-16%,26%,16%,O=C(Nc1cccc(Cl)c1N1CCOCC1)c1ccc([N+](=O)[O-])o1
3%,-8%,21%[59 µM],11%,24%,3,-26%,19%,u,CCOC(=O)c1ccc(-c2ccc(C3Nc4ccccc4C(=O)N3O)o2)cc1 (stereo not drawn)
29%,6%,-9%[0.501 µM],-1%,-7%,3,-27%,27%,u,COCc1cc(C)nc(SCc2ccc([N+](=O)[O-])cc2)c1C#N
15%,-11%,-29%[12.7 µM],8%,6%,1,u,10%,-2%,COc1cc(C(=O)N(CCc2ccccc2)C2CC3CCC(C2)N3C)cc(OC)c1OC (stereo not drawn)
-21%,-8%,19%[12.7 µM],-15%,19%,-8,1%,25%,10%,CC1(C)CC(=O)C=C(Nc2ccc(F)cc2)C1
22%,-1%,-6%[59 µM],5%,2%,-1,-21%,13%,-21%,Cc1cccc(-n2ncc3c(N4CCN(CCO)CC4)ncnc32)c1
-15%,1%,-20%[59 µM],0%,0%,-3,u,29%,-16%,COc1cccc(CNC(=O)C2CCC(CNS(=O)(=O)c3cccs3)CC2)c1 (stereo not drawn)
